Screens: PubChem, several laboratories
STEP block = STEP phosphatase inhibitors, primary screen, biochemical, fluorescence intensity, uHTS | Tyrosine-protein phosphatase non-receptor type 5 (Homo sapiens), P54829 | recombinant STEP, OMFP fluorogenic substrate | inhibition, % at 20 µM | 360,000 tested, 0.25% active | AID 588621, 2011;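 active means inhibition at 20 µM, scaled per plate between control wells, above about 37%, limit read from the data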;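 further: 0% = DMSO with enzyme and substrate and 100% = substrate only without enzyme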
Target sequence (P54829 whole entry, looked up): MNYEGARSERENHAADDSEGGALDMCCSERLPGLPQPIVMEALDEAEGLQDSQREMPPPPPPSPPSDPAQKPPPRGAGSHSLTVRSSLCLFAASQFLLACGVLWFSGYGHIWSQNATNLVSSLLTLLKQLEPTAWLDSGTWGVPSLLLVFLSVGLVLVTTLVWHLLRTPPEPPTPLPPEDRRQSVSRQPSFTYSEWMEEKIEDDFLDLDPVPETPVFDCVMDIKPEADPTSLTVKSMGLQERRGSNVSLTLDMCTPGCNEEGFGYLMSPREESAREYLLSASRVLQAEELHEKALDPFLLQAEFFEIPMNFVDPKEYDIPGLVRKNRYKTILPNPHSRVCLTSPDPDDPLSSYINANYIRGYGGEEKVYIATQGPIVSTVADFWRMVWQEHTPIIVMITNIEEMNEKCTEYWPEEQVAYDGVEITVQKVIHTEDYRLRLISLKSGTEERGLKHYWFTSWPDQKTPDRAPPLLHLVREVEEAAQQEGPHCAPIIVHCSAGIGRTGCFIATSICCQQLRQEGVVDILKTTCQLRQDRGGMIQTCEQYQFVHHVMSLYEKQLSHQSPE
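System: isolated STEP enzyme; schedule: 20 min enzyme reaction at room temperature, protected from light; medium: Bis-Tris buffer pH 6.0, 2.5 mM DTT, 0.005% Tween 20; signal: fluorescence, 480/540 nm; dosing: single compound dose of 20 µM, 1% DMSO final; also added: OMFP substrate, 25 µM final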
MsrA inh = bovine MsrA enzyme inhibitors, primary screen, biochemical, absorbance, HTS; Methionine sulfoxide reductase A (Bos taurus); purified bovine MsrA, absorbance read-out; inhibition, % at 15.5 µM; 360,000 tested, 0.75% active; in the data active means inhibition above about 4.5%;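 further: 0% = vehicle wells with enzyme and 100% = reference inhibitor wells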
NadD block = inhibitors of S. aureus NadD, primary screen, biochemical, colorimetric, uHTS; 360,000 tested, 0.78% active; Nicotinate-nucleotide adenylyltransferase NadD (Staphylococcus aureus N315); inhibition, % at 20 µM; purified NadD enzyme, colorimetric absorbance read-out; in the data active means inhibition above about 26%; further: some compounds past the cut are filed as inactive
SUMO1 PPI mod = modulators of SUMO1 protein-protein interactions, primary screen, biochemical, uHTS. Small ubiquitin-related modifier 1 (Homo sapiens), P63165. SUMO1 binding to a labelled peptide, TR-FRET, 1 h. inhibition, % at 20 µM. 360,000 tested, 0.33% active. AID 602429, 2012; in the data active means inhibition above about 37%
Target sequence (P63165 whole entry, looked up): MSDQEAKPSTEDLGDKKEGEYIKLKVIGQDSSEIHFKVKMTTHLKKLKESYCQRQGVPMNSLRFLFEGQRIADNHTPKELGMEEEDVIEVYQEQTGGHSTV
Tb MetRS inh = T. brucei MetRS inhibitors, primary screen, biochemical, luminescence; purified T. brucei MetRS, ATP depletion, Kinase-Glo luminescence; inhibition, % at 11.9 µM; 360,000 tested, 0.4% active; AID 624268, 2012;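 active means inhibition above a per-plate cutoff of the control wells' mean inhibition plus 3 SD, cut at about 5.5% in these data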;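 further: 0% = DMSO wells median and 100% = median of wells with control inhibitor compound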
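Material: T. brucei methionyl-tRNA synthetase, purified; reagent: substrates ATP, L-methionine and bulk Escherichia coli tRNA; dosing: 11.9 µM single point; timing: 15 min plus 2 h at 25 °C; detection: luminescence of leftover ATP; evaluation: % inhibition; control set: DMSO-only wells as low control; replicates: singlicate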
LMPTP block = LMPTP phosphatase inhibitors, primary screen, biochemical, fluorescence intensity, uHTS; Low molecular weight phosphotyrosine protein phosphatase (Homo sapiens), P24666; recombinant LMPTP-A, OMFP fluorogenic substrate; inhibition, % at 20 µM; 360,000 tested, 0.22% active; AID 651560, 2012;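 active means compounds that cut the enzyme signal by at least half of the control window in the single-dose screen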;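 further: plate controls were DMSO wells with enzyme plus substrate for no effect and substrate without enzyme for full effect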
Target sequence (P24666 whole entry, looked up): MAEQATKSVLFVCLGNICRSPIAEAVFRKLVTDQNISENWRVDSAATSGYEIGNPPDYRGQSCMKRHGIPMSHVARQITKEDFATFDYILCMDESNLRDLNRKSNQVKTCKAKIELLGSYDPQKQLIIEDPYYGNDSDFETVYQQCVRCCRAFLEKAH
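Test system – LMPTP-A enzyme · Amount – LMPTP-A at 0.625 nM final in the reaction · Buffer or medium – Bis-Tris pH 6.0, DTT, detergent · Reagent – OMFP 400 µM · Doses – single 20 µM dose · Schedule – reaction 50 min, room temperature, dark · Detection – fluorescence intensity of OMFP turnover product · Evaluation – percent inhibition versus substrate-only and uninhibited controls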
Scp-1 inhibitor = Scp-1 phosphatase inhibitors, primary screen, biochemical, colorimetric, uHTS. AID 493091, 2011. 340,000 tested, 0.88% active. inhibition, % at 20 µM. Recombinant Scp1, phosphopeptide, malachite green phosphate absorbance;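 active means inhibition above about 50% at 20 µM, limit read from the data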;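 further: plate controls were DMSO wells with enzyme for no effect and wells lacking enzyme for full effect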
Target sequence (Q9GZU7 76-261 limits assumed): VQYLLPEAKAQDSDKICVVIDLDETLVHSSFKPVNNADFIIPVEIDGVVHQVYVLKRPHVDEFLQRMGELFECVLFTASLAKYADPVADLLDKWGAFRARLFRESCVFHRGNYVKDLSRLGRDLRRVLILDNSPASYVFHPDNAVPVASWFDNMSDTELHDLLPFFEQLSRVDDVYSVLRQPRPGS
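Test system: SCP-1 phosphatase catalytic domain, residues 76-261; measured by: colorimetric phosphate reagent with accelerator and stabiliser, absorbance at 630 nm; timing: enzyme reaction 45 min at room temperature, colour 5 min, stabilisation 30 min; also added: Phosphorylated 17-residue peptide substrate; compound dosing: one concentration, 20 µM, with 1.0% DMSO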
CSN deneddyl inh = inhibitors of CSN-mediated cullin deneddylation, primary screen, biochemical, fluorescence polarization, uHTS | COP9 signalosome complex subunit 5 (Homo sapiens), Q92905 | Purified CSN, SCF-Nedd8-OG deneddylation | inhibition, % at 12.5 µM | 360,000 tested, 0.38% active;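 active means pattern-corrected inhibition above about 35%, with an unprinted fluorescence ratio check between 0.5 and 1.5, limit read from the data, passing the limit was not always enough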;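 further: 0% = enzyme with substrate and 100% = substrate without enzyme; some results filed as inactive read as strong as hits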
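Material: human Csn5 produced in HEK293T cells; Input: enzyme 0.24 nM; Reagent: SCFSkp2-Nedd8OG substrate at 10 nM final; Dosing: 12.5 µM compound; Incubation: 90 min reaction at room temperature; Detection: fluorescence polarization of the substrate; Evaluation: % inhibition of substrate cleavage by Csn5; Control set: substrate-only high control, full reaction low control.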
DNMT1 block = human DNMT1 methyltransferase inhibitors, primary screen, biochemical, molecular beacon, fluorescence, HinP1I cleavage, uHTS. 360,000 tested, 0.83% active. DNA (cytosine-5)-methyltransferase 1 (Homo sapiens), P26358. inhibition (reported as % activation of signal), % at 10 µM. AID 588458, 2011; in the data active means inhibition above about 50%
Rpn11 block = Rpn11 (PSMD14) deubiquitinase inhibitors, primary screen, biochemical, fluorescence polarization, uHTS | 360,000 tested, 0.59% active | 26S proteasome non-ATPase regulatory subunit 14 (Homo sapiens), O00487 | calls only at 20 µM | human 26S proteasome, Ub4-pepOG fluorescence polarization; 20S core pre-blocked with epoxomicin;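 active means inhibition at 20 µM, scaled to each plate's controls, above about 33%, limit read from the data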
* hit, by the source's call; i = inactive; + = active, no number.

SMILES	STEP block	MsrA inh	NadD block	SUMO1 PPI mod	Tb MetRS inh	LMPTP block	Scp-1 inhibitor	CSN deneddyl inh	DNMT1 block	Rpn11 block
CCn1c(SCc2nc3ccccc3c(=O)[nH]2)nnc1C(C)NC(=O)c1ccccc1 (centres undefined)	-7	-0.7	0	-4	-0.5	-0.3	-6	4	-3	i
Cn1c(N)c(C(=O)COC(=O)/C=C/c2ccc(Cl)cc2)c(=O)n(C)c1=O	-1	-0.5	1	-11	0.0	1.1	-4	-2	-2	i
COc1ccc(/C=C/c2nnc(NC(C)=O)s2)cc1	-1	3.2	-7	-26	0.9	-0.6	-7	2	-2	i
NC(=O)C1=C[C@H](C2CCCCC2)C[C@H](OCc2ccc(CO)cc2)O1	1	0.5	0	9	0.2	1.0	-6	1	-6	i
Cc1nn(Cc2ccc(C(=O)Nc3ccccc3C(F)(F)F)o2)c(C)c1Br	-2	0.3	-7	-3	-0.1	0.4	-11	-3	3	i
COc1ccc(NC(=O)CCCN2C(=O)CN(C)C2=O)c(OC)c1	1	-1.1	4	-12	-0.4	3.0	-8	-3	-15	i
O=C(c1ccc(Cn2c(=O)[nH]c3ccccc3c2=O)cc1)N1CCN(c2ccc(Cl)cc2)CC1	0	-0.1	13	14	0.2	0.6	-1	5	-11	i
CC(=O)Nc1ccc(OC(=O)c2cccnc2)cc1	3	0.2	-6	-3	-0.3	-0.4	-2	-5	0	i
CCOC(=O)N1CCC(NC(=O)c2oc3c(c2C)-c2[nH]ncc2CC3)CC1	3	1.2	5	1	0.1	-0.5	-7	1	0	i
O=C(Nc1ccc(C(=O)O)cc1)/C(=C\c1ccc(F)cc1)NC(=O)c1ccco1	0	0.0	6	-5	-0.4	-0.9	-3	2	1	i
CC(=O)c1ccc(S(=O)(=O)N2CCC3(CC2)OCCO3)cc1	-2	-0.3	0	4	0.4	-1.2	-9	5	0	i
O=C(NC(=S)NC12CC3CC(CC(C3)C1)C2)c1ccc(F)cc1	5	0.0	2	5	-0.2	1.3	8	-1	0	i
O=C(CN1C(=O)c2ccc([N+](=O)[O-])cc2C1=O)NCCC1=CCCCC1	0	-0.8	-1	-36	0.1	-1.0	-2	-2	0	i
CCC(=O)c1ccc(OCC(=O)N(CC)CC2COc3ccccc3O2)cc1 (centres undefined)	-3	0.4	-4	-2	-0.3	0.2	-10	-5	2	i
O=C(CCn1c(=S)[nH]c2ccccc2c1=O)NCCSCc1ccccc1	4	0.2	-9	-1	0.1	-0.6	-11	-7	1	i
CN(C)c1ccc(NC(=O)CCCCCn2nnc3ccccc3c2=O)cc1	1	-0.4	-9	-4	-0.2	-0.3	-4	0	0	i
CC(Sc1cccc[n+]1[O-])C(=O)Nc1cc(Cl)c(Cl)cc1Cl (centres undefined)	-1	0.6	-3	6	0.3	-0.3	8	-3	1	i
COC(=O)C1(C)NC(c2ccc(O)cc2)C2C(=O)N(c3ccccc3)C(=O)C21 (centres undefined)	-3	0.6	-2	7	-1.0	-1.0	4	-5	2	i
O=[N+]([O-])c1ccc(S(=O)(=O)Nc2ccncc2)cc1	-1	-0.8	-5	-24	0.6	-1.7	-2	-5	-1	i
CC1(C)C[C@@H]1C(=O)N/C(=C\CCCCSC[C@H](N)C(=O)O)C(=O)O	-1	-0.6	2	3	-0.1	-0.1	-6	2	1	i
COc1ccc(-n2nc3c(c2NC(=O)c2ccccc2S(=O)(=O)C(F)F)CS(=O)(=O)C3)cc1	0	-0.9	-7	4	0.2	0.5	-12	-6	-1	i
O=C(COc1ccccc1)Nc1nc(-c2ccncc2)cs1	6	0.4	0	0	-0.3	1.0	5	1	-5	i
Cc1nc2ccc(Br)cn2c1C(=O)N/N=C\c1ccccc1[N+](=O)[O-]	1	1.8	-4	-8	-1.0	2.4	-4	-13	2	i
CC(=O)NC(c1cccs1)c1cc([N+](=O)[O-])c2cccnc2c1O (centres undefined)	3	1.0	9	-27	0.2	12	-10	-1	-12	+
O=NN(CCc1ccncc1)c1ccc(OCc2ccccc2)cc1	2	2.0	-8	-6	-0.4	1.4	-5	-3	-6	i
Cc1c(C#N)c(NC(=O)c2cccc(Cl)c2)n(Cc2ccccc2)c1C	1	-0.4	-6	0	-0.8	3.0	-12	-4	-8	i
O=C1c2ccccc2-c2c1nc1c([n+]2[O-])CCCC1	8	-0.2	0	-28	-0.2	0.9	4	-3	-18	i
Cc1sc2ncnc(NCC(C)(C)N3CCOCC3)c2c1C	2	1.6	0	-1	-1.1	0.6	-11	-4	4	i
CN(CC(=O)Nc1ccccc1C(=O)Nc1ccccc1)C1CCCCC1	3	-0.3	-7	3	0.3	-0.4	-7	2	-5	i
C=C1N(C)c2cc([N+](=O)[O-])c(N)cc2C1(C)C	2	0.4	1	-23	-1.0	10	-7	1	-4	i
CC(C)CCn1c(N2CCOCC2)nc2c1c(=O)n(CC(N)=O)c(=O)n2C	-1	0.2	5	-2	-1.4	-0.7	-19	3	-1	i
Cc1cc(C)nc(Sc2nc(Cl)nc(N(c3ccccc3)c3ccccc3)n2)n1	-2	0.9	-1	-2	-0.2	-1.7	-4	0	11	i
C=CCOC(=O)C1=C[C@@H](c2csc3ccccc23)[C@H](CCCO)[C@@H](OCC)O1	-2	-0.5	-3	-1	-0.4	-0.8	-6	1	1	i
COc1ccc(CCN(C)C(=S)Nc2cccc(C)c2)cc1OC	1	1.1	3	32	0.2	0.0	2	3	1	i
O=C(Cn1nnc(-c2ccccc2)n1)N=Nc1c(O)[nH]c2ccccc12	12	0.7	1	-7	-0.6	14	20	8	14	+
O=C(Nc1sccc1C(=O)NCc1ccco1)c1cccnc1	1	1.5	-4	9	-1.1	4.1	12	9	6	i
CCOC(=O)N1CCC(NC(=O)c2cccn3c(=O)c4cc(Br)ccc4nc23)CC1	3	-0.6	-9	-2	-0.3	0.4	-1	4	16	i
O=C1OC(N2CCN(Cc3ccccc3)CC2)c2ccccc21 (centres undefined)	7	-0.8	0	0	-0.3	-2.8	-2	-6	-1	i
Cc1cc(C)n(-c2ccc(C(=O)Nc3ccccn3)cc2)n1	-3	1.1	-3	-3	-1.3	-2.2	10	-1	1	i
Cc1cc(C)nc(NC(N)=NC2CCCCC2)n1	4	0.3	-7	0	-0.2	1.1	-6	-5	7	i
Cn1c(Cn2cnc(Cl)c2Cl)nc2ccccc21	-2	0.9	-2	-4	-0.1	0.6	3	-4	1	i
O=C1c2cnc3nc(SCc4ccccc4)nn3c2CC2c3ccccc3CCN12 (centres undefined)	6	1.6	9	-3	-0.2	3.5	5	15	6	i
Cc1nn(C)c(C)c1S(=O)(=O)N1CCC(C(=O)NC2CCCCC2)CC1	10	0.9	-3	0	-0.1	0.8	-8	3	4	i
CCOC(=O)C1CCCN(C(=O)CN2C(=O)c3ccccc3C2=O)C1 (centres undefined)	-1	-0.8	1	-5	0.1	-2.0	-6	1	-2	i
Cn1c(-c2cnn(-c3ccccc3)c2N)n[nH]c1=S	-2	-0.9	-7	6	-0.7	2.0	-8	-4	-1	i
CCc1c(C)nc2c(Br)cccc2c1SCCC#N	1	-0.4	0	-1	0.3	2.2	1	1	-3	i
O=C(COC(=O)/C=C/c1ccc(F)cc1)NC1CCS(=O)(=O)C1 (centres undefined)	-1	-1.6	2	-6	-0.3	-0.8	0	0	0	i
CC1C(=O)CCN(C(C)(C)C)C1C (centres undefined)	-5	0.4	3	1	-1.1	-1.1	-3	6	0	i

7 structures from above, ordered by SMILES length, smallest number first.
SMILES	STEP block	MsrA inh	NadD block	SUMO1 PPI mod	Tb MetRS inh	LMPTP block	Scp-1 inhibitor	CSN deneddyl inh	DNMT1 block	Rpn11 block
CCc1c(C)nc2c(Br)cccc2c1SCCC#N	1	-0.4	0	-1	0.3	2.2	1	1	-3	i
Cn1c(Cn2cnc(Cl)c2Cl)nc2ccccc21	-2	0.9	-2	-4	-0.1	0.6	3	-4	1	i
O=C(Nc1sccc1C(=O)NCc1ccco1)c1cccnc1	1	1.5	-4	9	-1.1	4.1	12	9	6	i
CCOC(=O)C1CCCN(C(=O)CN2C(=O)c3ccccc3C2=O)C1 (centres undefined)	-1	-0.8	1	-5	0.1	-2.0	-6	1	-2	i
O=C1c2cnc3nc(SCc4ccccc4)nn3c2CC2c3ccccc3CCN12 (centres undefined)	6	1.6	9	-3	-0.2	3.5	5	15	6	i
Cc1cc(C)nc(Sc2nc(Cl)nc(N(c3ccccc3)c3ccccc3)n2)n1	-2	0.9	-1	-2	-0.2	-1.7	-4	0	11	i
C=CCOC(=O)C1=C[C@@H](c2csc3ccccc23)[C@H](CCCO)[C@@H](OCC)O1	-2	-0.5	-3	-1	-0.4	-0.8	-6	1	1	i

Random draw from the library; any-hit rate near 3.9%.
